miR-122 sensor – blocks miR-122 activity in Huh7 sensor cells; Huh7 miR-122 Renilla luciferase sensor, 48 h; neutral wells = 0, positive control = 100; activation (reporter increase), % at 12.5 µM; 0.3% of 340,000 active; AID 602342;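 active means mean replicate activation score at least 90 and every replicate individually at or above 90; inconclusive means only one of the two criteria met; inactive means neither criterion met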;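 further: higher luciferase means less miR-122 activity so hits act as miR-122 inhibitors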
CFTR F508del cor – CFTR F508del correction in bronchial cells | CFBE cells, YFP halide quenching; stimulated with forskolin plus potentiator P3; % fluorescence drop versus neutral controls | 0.36% of 350,000 active | activity (quench increase), % at 7.58 µM;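 active means mean added fluorescence quench of at least 8% versus neutral control, with both replicates also reaching 8%; inconclusive means only one of the mean or replicate conditions met; inactive means mean below 8% and not both replicates reaching 8%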;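 further: cells transiently co-express mutant CFTR-F508del with the halide-sensitive YFP; corrector assay measuring rescue of mutant channel to the surface after 24 h compound exposure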
SIRT5 inh – blocks human SIRT5 desuccinylation of peptide; Q9NXA8; Purified SirT5, succinyl-peptide AMC, trypsin-coupled fluorescence; inhibition, % at 15 µM; 1.1% of 330,000 active; AID 652115; in the data active means inhibition above about 15%; inconclusive means no clear call, values can overlap the other calls
Target sequence (Q9NXA8 whole entry, looked up): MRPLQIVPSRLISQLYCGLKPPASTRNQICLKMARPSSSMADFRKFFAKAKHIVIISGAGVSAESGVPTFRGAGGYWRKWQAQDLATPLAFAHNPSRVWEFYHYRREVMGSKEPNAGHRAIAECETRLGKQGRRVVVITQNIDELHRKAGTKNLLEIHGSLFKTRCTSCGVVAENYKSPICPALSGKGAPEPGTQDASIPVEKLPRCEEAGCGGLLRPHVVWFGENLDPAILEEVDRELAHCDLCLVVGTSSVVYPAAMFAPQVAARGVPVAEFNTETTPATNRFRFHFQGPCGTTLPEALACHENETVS
ERAP1 inh – ERAP1 (human) enzyme inhibition; recombinant ERAP1, Leu-AMC fluorescence, 60 min; inhibition, % at 10.7 µM; 0.15% of 340,000 active;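 active means mean replicate inhibition of at least 30%, or all replicates individually reaching that 30% level; inactive means mean below 30% and not every replicate reaching it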;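 further: 0% = neutral control wells and 100% = L-leucinethiol positive control wells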
DENV2 CPE – DENV2-induced cell death inhibition. 1.7% of 350,000 active. CPE inhibition, % at 9.99 µM. DENV2-infected cells, cytopathic effect rescue, plate reader; in the data active means CPE inhibition above about 20%, passing the limit was not always enough; inconclusive means no clear call, values can overlap the other calls; tested in BHK-21 cells;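 further: 0% = median of neutral control wells and 100% = median of positive control wells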
CASP6 VEID inh – blocks human caspase-6 cleavage activity; inhibition, % at 12.5 µM; AID 686996; purified caspase-6, Z-VEID-R110 cleavage fluorescence; 0.53% of 350,000 active;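 active means mean inhibition across replicates at least about 35%, with every replicate also reaching that limit, limit read from the data; inconclusive means only one of the two criteria met; inactive means neither criterion met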;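 further: 0% = median of neutral control wells and 100% = no fluorescence left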
Target sequence (P55212 24-179 limits assumed): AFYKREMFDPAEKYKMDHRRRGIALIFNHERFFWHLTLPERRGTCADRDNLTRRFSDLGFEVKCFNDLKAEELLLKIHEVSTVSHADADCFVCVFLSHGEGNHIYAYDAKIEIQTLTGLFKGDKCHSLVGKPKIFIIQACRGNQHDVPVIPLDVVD
Target sequence (P55212 194-293 limits assumed): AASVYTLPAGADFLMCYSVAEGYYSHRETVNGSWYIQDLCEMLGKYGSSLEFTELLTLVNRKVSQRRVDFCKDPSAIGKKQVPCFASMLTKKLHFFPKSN
ERp5 block – inhibitors of human ERp5; inhibition, % at 9.99 µM; ERp5 insulin aggregation, absorbance 650 nm, 90 min; Q15084; 0.05% of 350,000 active;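 active means mean replicate inhibition above about 25%, with every replicate also reaching it, limit read from the data, passing the limit was not always enough; inconclusive means only one of those two criteria met; inactive means neither criterion met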
Target sequence (Q15084 whole entry, looked up): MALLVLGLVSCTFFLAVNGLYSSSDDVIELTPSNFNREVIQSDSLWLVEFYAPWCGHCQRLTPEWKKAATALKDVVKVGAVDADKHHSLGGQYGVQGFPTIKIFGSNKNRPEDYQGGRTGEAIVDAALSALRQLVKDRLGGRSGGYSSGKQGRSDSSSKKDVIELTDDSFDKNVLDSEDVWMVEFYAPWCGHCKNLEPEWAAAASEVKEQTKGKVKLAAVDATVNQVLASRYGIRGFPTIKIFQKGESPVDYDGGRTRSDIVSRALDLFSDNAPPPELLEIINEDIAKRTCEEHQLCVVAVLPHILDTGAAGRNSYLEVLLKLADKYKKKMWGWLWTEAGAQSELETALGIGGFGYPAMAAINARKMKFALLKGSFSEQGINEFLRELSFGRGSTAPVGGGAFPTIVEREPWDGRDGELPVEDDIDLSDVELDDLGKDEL
Numbers without * were called inactive; u = inconclusive; x = not tested or not shown; & = joins results of further samples; [ ] = remark or other dose.

The line under a structure holds: miR-122 sensor, SIRT5 inh, CASP6 VEID inh, ERAP1 inh, ERp5 block, CFTR F508del cor, DENV2 CPE
C/C(CC1(O)C(=O)Nc2ccccc21)=N\O (stereo not drawn)
→ x, -1, 0, 2, 3, x, x
COc1cc(/C=C/C(=O)Nc2cccc(S(=O)(=O)NC3=NCCCCC3)c2)ccc1OCC#N
→ -4, 1, 4, 0, -20, -1.9, -8
NC(=S)N/N=C/c1ccc2ccccc2c1
→ x, -3, 2, 2, -1, x, 4
COc1ccc2c(c1)CCC1C2CCC2(C)C(O)C(=O)CC12 (stereo not drawn)
→ -1, 1, -1, -2, -3, -0.5, -3
Cc1ccc(C(=O)NCC(=O)OCC(=O)Nc2ccccc2C#N)s1
→ x, 2, 6, 1, -1, -1.3, 0
C[C@H](NC(=O)C[C@H]1CC[C@@H](NC(=O)Nc2ccc3c(c2)OCO3)[C@H](CO)O1)c1ccccc1
→ -8[16.7 µM], -1, 0, 1, 7, 1.7, 12
CC(C)(C)c1nnc(NC(=O)Nc2ccc(Cl)cc2)s1
→ x, 2, 1, 2, -4, -0.4, 5
CC(=O)NC12CC3CC(C1)CC(C(=O)N1CCN(S(=O)(=O)c4ccc([N+](=O)[O-])cc4)CC1)(C3)C2
→ 1, -5, -182, 3, 3, 0.4, 8
CCOP1(=O)C=C(Sc2ccc([N+](=O)[O-])cc2[N+](=O)[O-])C(C)(C)O1 (stereo not drawn)
→ -3, 0, 4, 5, -2, 0.7, 1
Cc1cc(C(=O)OCC(=O)NC2CCCCC2C)c2ccccc2n1 (stereo not drawn)
→ 8, -8, 0, -4, -4, -1.5, 3
CC(=O)N(C)C[C@H]1Oc2ncc(C#CCC3CCCC3)cc2C(=O)N([C@H](C)CO)C[C@@H]1C
→ 7[16.7 µM], 0, -4, -3, 2, -1.7, 10
CN1c2ccc(-c3cccc(C#N)c3)cc2[C@@H]2[C@@H](CCN2S(=O)(=O)c2ccccc2)[C@H]1CO
→ -3[16.7 µM], 3, -1, 4, -1, -0.2, -16
O=C(C[C@H]1C=C[C@H](NC(=O)Nc2ccccc2F)[C@@H](CO)O1)NCc1ccc(F)cc1
→ x, -12, -2, -3, -2, -1.8, -1
CN1c2ccc(-c3ccc(C#N)cc3)cc2[C@@H]2[C@@H](CCN2C(=O)CC2CC2)[C@H]1CO
→ -13[16.7 µM], -19, 1, -1, -2, 0.5, -6
COc1ccc(F)cc1CN1CCN(C(=O)c2ccc(S(=O)(=O)N3CCCCCC3)cc2)CC1
→ 3, -16, -3, -3, 4, 0.2, -8
CN1CCN(C(=O)C[C@H]2CC[C@@H]3[C@H](COc4ccc(NC(=O)C5CCCCC5)cc4C(=O)N3C)O2)CC1
→ 9[16.7 µM], -2, -1, 1, 0, -0.5, 2
CN(C)C(=O)C[C@@H]1CC[C@@H]2[C@H](COc3ccc(NC(=O)C4CC4)cc3C(=O)N2C)O1
→ 7[16.7 µM], -3, -1, -1, -4, -1.8, u
COc1ccc(N2CCN(C(=O)C3CCN(C(=O)c4ccccc4Cl)CC3)CC2)cc1
→ -15, 2, x, -2, 3, -1.2, -7
Cc1sc2ncnc(SCc3ccc(C(=O)O)cc3)c2c1C
→ x, -1, -4, 0, -2, 0.6, -4
O=C(NCCc1ccc(F)cc1)C1CCC(=O)N(CC2CCCCC2)C1 (stereo not drawn)
→ 3, x, 0, 7, 0, -1.5, 16
O=C(C[C@H]1C=C[C@@H](NC(=O)c2cccc(F)c2)[C@H](CO)O1)NCCN1CCCC1
→ x, 0, -2, -1, 1, 2.4, -2
Cc1nn(-c2ccc(Cl)cc2)c(Cl)c1/C=N/NC(=O)c1ccc(NS(=O)(=O)c2cccs2)cc1
→ 12, -4, 3, 1, -2, -4.3, 3
CC(SC(C)C(=O)NN=Cc1c[nH]c2ccccc12)C(=O)NN=Cc1c[nH]c2ccccc12 (stereo not drawn)
→ -2, 7, 2, 28, 6, -0.9, 6
O=C(c1cc(C2CC2)nn1-c1ccccc1)N1CCN(S(=O)(=O)c2c(F)cccc2F)CC1
→ -2, -3, 1, 0, 1, 1.0, -10
CC(=O)N1c2ccc(S(=O)(=O)N3CCC(C(=O)NCc4ccc(Cl)cc4)CC3)cc2CC1C (stereo not drawn)
→ 4, -1, 1, 2, 2, 0.7, -2
Cc1ccc(S(=O)(=O)Nc2ccc(N3CCOCC3)cc2)cc1[N+](=O)[O-]
→ -2, 0, 2, 6, 6, -0.3, -1
CO[C@H]1CN(C)C(=O)c2ccc(NC(=O)C3CC3)cc2OC[C@H](C)N(C(=O)CN2CCOCC2)C[C@H]1C
→ x, -4, -4, 1, -7, 2.0, -1
O=C(Nc1nc(-c2ccccc2)cs1)C1CCCO1 (stereo not drawn)
→ -5, -2, 0, 10, -2, 3.0, 1
CCN(CC)C(=O)Cn1cc(SCC(=O)NC2CCCC2)c2ccccc21
→ x, -3, -4, -1, -4, 2.6, 9
Cc1ccccc1C(=O)N1CCN(c2ccc(NC(=O)c3ccc([N+](=O)[O-])o3)cc2)CC1
→ -6, 0, 4, -1, -3, -2.7, -4
O=P(Cc1cc(Br)cc(Br)c1OCCO)(c1ccccc1)c1ccccc1
→ x, 2, 2, 3, 1, 0.3, -6
O=C(C[C@H]1C=C[C@@H](NC(=O)c2ccc3c(c2)OCO3)[C@H](CO)O1)NC1Cc2ccccc2C1
→ x, -1, -3, 2, -3, 1.3, -9
Cc1ccc(S(=O)(=O)N2[C@@H](c3ccccc3)C(C(=O)O)=CC[C@H]2c2ccc(Cl)cc2)cc1
→ x, 26*, 0, -1, -5, 0.6, 15
COc1ccc(CCNC(=O)CN2CCC(n3nnc4cc(F)ccc43)CC2)cc1OC
→ -2, -3, -7, -1, 0, 1.9, x
COCCNc1nc(N)c([N+](=O)[O-])c(NCc2ccccc2)n1
→ x, -2, 1, -2, 1, 2.7, 0
Cc1ccc(S(=O)(=O)Nc2ccc3c(c2)C(=O)N([C@H](C)CO)C[C@@H](C)[C@@H](CN(C)Cc2ccc(C(F)(F)F)cc2)OCCCC[C@H](C)O3)cc1
→ -3[16.7 µM], 20*, 3, -1, -2, 6.8, -17
COC(=O)/C=C1\OCc2cc(C)ccc21
→ x, x, 0, x, 1, -0.3, -6
CC(C)OC(=O)CSc1ncnc2c1cnn2-c1ccccc1
→ -2, -4, 3, 0, 2, 4.3, -3
C[C@@H]1CN([C@@H](C)CO)C(=O)c2cc(NS(=O)(=O)c3cn(C)cn3)ccc2O[C@@H](C)CCCCO[C@@H]1CN(C)Cc1ccc2c(c1)OCO2
→ 6[16.7 µM], x, x, x, x, -1.0, 14
O=C(NCc1ccccc1)C1=C[C@@H](c2ccc3c(c2)OCO3)C[C@@H](OCCCCO)O1
→ -7, -2&-4, 0&1, -3&1, -1&2, 1.1&0.2, -6&-10
C[C@H](CO)N1C[C@H](C)[C@@H](CN(C)S(C)(=O)=O)Oc2ccc(NC(=O)NC3CCCCC3)cc2CC1=O
→ -7[16.7 µM], 1, -4, -2, -2, 0.4, 7
COc1ccccc1NC(=O)C(C)OC(=O)c1cccc(-n2cnnn2)c1 (stereo not drawn)
→ 5, 0, 0, -9, 3, 4.8, u
O=C(C[C@@H]1C=C[C@H](NC(=O)Nc2cccc(F)c2)[C@H](CO)O1)NCC1CC1
→ x, -5, -1, -1, 13, 2.2, 5
Cc1ccc(C)c(N(C)C(=O)c2ccc3c(=O)n4c(nc3c2)CCCCC4)c1
→ 6, -1, -1, 0, -2, 1.6, 0
O=C(/C=C/c1ccco1)Oc1cccc2cccnc12
→ x, 4, 13, 0, 3, -0.5, 2
CC(=O)c1cccc(NC(=O)CN2C(=O)c3cccnc3Oc3ccc(Cl)cc32)c1
→ x, -4, 4, -1, -5, -3.4, -5
CN(C)C(=O)c1ccc(-c2ccc([C@H]3[C@@H](CO)N4C(=O)CN(C(=O)CC5CC5)C[C@@H]34)cc2)cc1
→ x, -5, 2, -1, 4, -4.0, -1
CCN(CC(=O)NCc1cccs1)C(=O)Cc1ccc(C)c(C)c1
→ -9, -2, 0, 0, -11, 5.7, -1
C=CCn1c(SCc2nc3cc(C(=O)OC)ccc3c(=O)[nH]2)nc2sc(CC)cc2c1=O
→ -10, 6, -11, 1, -4, 1.7, 6
Cc1ccc(C(=O)N/C(=C\c2ccco2)C(=O)NCCN2CCCCC2)cc1C
→ x, 0, -8, 1, 3, 1.4, -2
O=C(c1ccccc1NS(=O)(=O)c1cccc2cccnc12)N1CCOCC1
→ -3, -1, -1, 0, -4, 1.1, -1
CN(C)CCn1nnnc1SCC1=C(C(=O)O)N2C(=O)[C@@H](NC(=O)Cc3csc(N)n3)[C@H]2SC1
→ -16, 0, x, 0, 1, -0.5, 13
CN(C)CC(=O)N[C@@H]1CC[C@@H](CCNC(=O)C2CCCCC2)O[C@H]1CO
→ x, -1, 1, 2, -2, 6.4, -4
Cc1c(-c2ccc(Br)cc2)nc2ccccn12
→ x, -3, -7, -1, 7, x, 0
NC(=O)CN1C(=O)NC2(CCCc3ccccc32)C1=O (stereo not drawn)
→ -1, -1, -3, -6, -7, -0.1, 2
Cc1cc2nnc(SCC(=O)N(C)C3CCS(=O)(=O)C3)n2c2ccccc12 (stereo not drawn)
→ -4, 5, x, -3, -2, 4.8, -8
COc1ccc(OC)c(C(=O)CSc2nnc(-c3cccs3)o2)c1
→ x, 5, 0, 1, 3, -3.5, 1
COc1cccc(C=NN(C)c2c([N+](=O)[O-])cc(C(F)(F)F)cc2[N+](=O)[O-])c1O
→ x, 6, -1, 5, 3, -3.5, -2
N#CC(C#N)=C1C=C2C=C(N3CCCCCC3)CCC2CC1 (stereo not drawn)
→ x, 2, -15, 5, -1, 67*, -4
Cc1ccccc1C(=O)OCCN(C)Cc1ccccc1
→ x, -6, 1, 6, 1, -0.5, 9

Three entries drawn at random from the list so far:
The line under a structure holds: miR-122 sensor, SIRT5 inh, CASP6 VEID inh, ERAP1 inh, ERp5 block, CFTR F508del cor, DENV2 CPE
Cc1c(-c2ccc(Br)cc2)nc2ccccn12
→ x, -3, -7, -1, 7, x, 0
CN(C)CC(=O)N[C@@H]1CC[C@@H](CCNC(=O)C2CCCCC2)O[C@H]1CO
→ x, -1, 1, 2, -2, 6.4, -4
O=C(c1ccccc1NS(=O)(=O)c1cccc2cccnc12)N1CCOCC1
→ -3, -1, -1, 0, -4, 1.1, -1

(continued)
The line under a structure holds: miR-122 sensor, SIRT5 inh, CASP6 VEID inh, ERAP1 inh, ERp5 block, CFTR F508del cor, DENV2 CPE
O=C(c1ccc(Cl)c(S(=O)(=O)N2CCCCCC2)c1)N1CCCC1
→ 20, -1, -1, -1, 2, 1.6, 11
COc1ccccc1C(=O)NCCCNC(=O)c1cccnc1
→ x, 4, 1, 0, 0, -0.4, 0
Cc1ccccc1NC(=O)C1C2CC/C=C\CCC21 (stereo not drawn)
→ x, -3, 3, 8, 3, x, x
CNC(=S)NNc1nncc2ccccc12
→ -5, 2, 0, 2, -1, -0.1, -9
C[C@@H]1CN([C@@H](C)CO)C(=O)Cc2cc(NS(=O)(=O)c3cn(C)cn3)ccc2O[C@@H]1CN(C)C(=O)Nc1ccc(F)cc1
→ 0[16.7 µM], -1, 2, 1, 2, -2.5, -6
O=C1[C@H](Cc2ccccc2)NCCCC[C@@H](c2ccc(Cl)cc2)N1Cc1ccc(Cl)cc1
→ 6, x, -4, 1, 0, -1.0, -6
O=C(Nc1nnc(-c2ccccc2F)s1)C1CCN(S(=O)(=O)c2ccc(Cl)cc2)CC1
→ x, x, 0, 5, 6, 1.7, -7
CC(=O)Nc1cccc(-c2cccc3nccn23)c1
→ 4, -41, 1, -2, 10, -3.8, 4
Cc1ccc(C(=O)Nc2cccc(N(C)S(C)(=O)=O)c2)cc1S(=O)(=O)Nc1ccccc1
→ x, 1, -1, -2, 16, 1.7, 2
COCCn1nnnc1C(c1cccs1)N1CCN(c2cccc(C(F)(F)F)c2)CC1 (stereo not drawn)
→ -6, -1, -2, 1, 2, x, x
CCCCOc1ccc(/C(O)=C2/C(=O)C(=O)N(CCCOC)C2c2ccncc2)cc1C (stereo not drawn)
→ -7, x, 7, 0, -5, x, x
COc1ccc(C(CC(=O)O)N2Cc3ccccc3C2=O)cc1 (stereo not drawn)
→ -6, -2, -4, -6, 2, -3.8, u
O=C(c1ccccn1)N1CC[C@@H]2[C@H](CO)Nc3ccc(Br)cc3[C@@H]21
→ 8[16.7 µM], 4, -1, 0, 6, -1.8, 5

From PubChem BioAssay
